Screening results: PubChem BioAssay, several laboratories
CCHF vOTU inh – CCHFV vOTU protease inhibitors, primary screen, biochemical, Pep-AMC substrate, fluorescence | inhibition, % at 11.5 µM | AID 651958, 2012 | actives 0.55% (n = 370,000); in the data active = inhibition above about 30%; note: 0% = vehicle wells with enzyme and 100% = no enzyme wells
Y pestis TopoI – Yersinia pestis topoisomerase I inhibitors, primary screen, biochemical, cleavage product accumulation, plate reader, single point; DNA topoisomerase I (Yersinia pestis CO92); Y. pestis Topo-I cleavage product accumulation; activity, % at 10 µM; actives 0.064% (n = 360,000); AID 504884, 2011; in the data active = activity above about 50%, passing the limit was not always enough; inconclusive = no clear call, values can overlap the other calls; note: inactives centre near 2
PfHsp40 yeast – rescue of yeast from PfHsp40 toxicity, primary screen, S. cerevisiae, ATP luminescence. S. cerevisiae expressing PfHsp40, growth rescue. growth rescue, % at 12.5 µM. actives 0.68% (n = 340,000). AID 504582, 2011; in the data active = growth rescue above about 28%, passing the limit was not always enough; inconclusive = no clear call, values can overlap the other calls;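 note: yeast W303a lacking pdr1 and pdr3 grown in galactose medium; growth measured after three days at 30 °C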
BH1578 lux ind – inducers of Vibrio cholerae quorum light production without autoinducers, primary screen, BH1578 luxS cqsA deficient, single point. activation, % at 18.7 µM. actives 0.16% (n = 350,000). V. cholerae BH1578 lux reporter, luminescence, 6 h. AID 588436, 2011; in the data active = activation mostly above about 9.7%, no sharp cut-off; inconclusive = no clear call, values can overlap the other calls; inactive = mostly below about 3.7%; note: not every result past the cut was called active; inactives centre near 0; reference of the scale not given here
TcdB inh – TcdB glycohydrolase inhibitors, primary screen, biochemical, single point, plate reader; Toxin B (Clostridioides difficile), P18177; TcdB glycohydrolase enzymatic assay; inhibition, % at 9.99 µM; actives 0.24% (n = 350,000); in the data active = inhibition above about 10%
3CLpro inhibitor – SARS-CoV 3CLpro protease inhibitors, primary screen, biochemical, quenched FRET. Replicase polyprotein 1ab (Severe acute respiratory syndrome coronavirus), P0C6X7. recombinant SARS-CoV 3CLpro, quenched FRET peptide cleavage. inhibition, % at 6 µM. actives 0.14% (n = 290,000). AID 1706, 2009; in the data active = inhibition above about 12%
BoNT-A LC inh2 – BoNT/A light chain protease inhibitors, primary screen, biochemical, flow cytometry, MLPCN library | multiplex microsphere protease substrate cleavage | inhibition, % at 10 µM | Botulinum neurotoxin type A light chain protease (Clostridium botulinum A str. ATCC 3502) | actives 0.17% (n = 360,000) | AID 588499, 2011; note: plate controls were buffer without enzyme for full effect and enzyme alone for no effect
VHR inh abs – VHR1 phosphatase inhibitors, primary screen, biochemical, absorbance, uHTS. inhibition, % at 13.3 µM. recombinant VHR phosphatase, pNPP absorbance. actives 0.52% (n = 290,000). Dual specificity protein phosphatase 3 (Homo sapiens), P51452; in the data active = inhibition above about 50%; note: some compounds called inactive have numbers as strong as hits
Anthrax LF prot – Bacillus anthracis LF protease inhibitors, primary screen, biochemical, multiplex microsphere, MLPCN library; Lethal factor (Bacillus anthracis), P15917; multiplex microsphere protease cleavage assay; inhibition, % at 10 µM; actives 0.12% (n = 360,000); AID 588501, 2011; note: plate controls were buffer without enzyme for full effect and enzyme alone for no effect
PriA SSB inh – inhibitors of Klebsiella pneumoniae PriA binding to SSB C-terminal tail, primary screen, biochemical, AlphaScreen. actives 0.6% (n = 430,000). AlphaScreen SSBct-PriA binding, biotinylated peptide. inhibition, % at 33 µM; in the data active = inhibition mostly above about 37%, no sharp cut-off; inactive = mostly below about 20%;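 note: plate controls were negative control peptide for no effect and reference peptide for full effect; strong numbers were not always called active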
The depositor's hits bear a star. Cut-off read from the data, not from the text of the source, unless noted: active = inhibition above about 30%; inconclusive = no clear call, values can overlap the other calls; inactive = below that.

For O=C(Nc1ccc2c(c1)CCC2)c1cccc(S(=O)(=O)N2CCN(c3ccccc3)CC2)c1 the results were CCHF vOTU inh 0, Y pestis TopoI 0, PfHsp40 yeast 1.3, BH1578 lux ind -3.2, 3CLpro inhibitor -1, BoNT-A LC inh2 1.9, VHR inh abs 35, Anthrax LF prot -6 and PriA SSB inh 4.
For O=C(O)c1ccccc1-c1cc2ccccc2[nH]1 the results were CCHF vOTU inh 8, Y pestis TopoI -9, PfHsp40 yeast -0.8, BH1578 lux ind -0.3, TcdB inh 0.3, BoNT-A LC inh2 0.1, Anthrax LF prot 6 and PriA SSB inh -3.
O=C(COCC(=O)N/N=C/c1ccc(F)cc1)N/N=C/c1ccc(F)cc1 was read as CCHF vOTU inh -25, Y pestis TopoI 6, PfHsp40 yeast 0.3, BH1578 lux ind -0.1, 3CLpro inhibitor 0, BoNT-A LC inh2 0.1, VHR inh abs 18 and Anthrax LF prot 2.
`CN(C)CCNc1c2c(nc3ccccc13)CCC2` gave CCHF vOTU inh 10, Y pestis TopoI -7, PfHsp40 yeast 5.1, BH1578 lux ind -0.8, TcdB inh 3.0, 3CLpro inhibitor 7, BoNT-A LC inh2 0.4, VHR inh abs 47, Anthrax LF prot 4 and PriA SSB inh 17.
For O=C(NC1CCCCC1)C(c1ccncc1)N(C(=O)c1csnn1)c1cccc(F)c1 (stereo not drawn) the results were CCHF vOTU inh 15, Y pestis TopoI 2, PfHsp40 yeast 0.0, BH1578 lux ind inactive, TcdB inh -5.8, 3CLpro inhibitor -2, BoNT-A LC inh2 1.0, VHR inh abs -4, Anthrax LF prot 9 and PriA SSB inh -5.
Screening Cc1ccc(C(=O)CSC2=C(C#N)C(c3ccco3)C3=C(CC(C)(C)CC3=O)N2)cc1 (stereo not drawn) returned CCHF vOTU inh 11, Y pestis TopoI -1, PfHsp40 yeast -0.7, BH1578 lux ind inactive, 3CLpro inhibitor 4, BoNT-A LC inh2 23, VHR inh abs -4, Anthrax LF prot 18 and PriA SSB inh 22.
Screening COc1ccccc1NC(=O)NCC1CC1(Cl)Cl (stereo not drawn) returned CCHF vOTU inh 13, Y pestis TopoI -7, PfHsp40 yeast 0.5, BH1578 lux ind inactive, TcdB inh 0.5, 3CLpro inhibitor 1, BoNT-A LC inh2 0.5, VHR inh abs 21, Anthrax LF prot -5 and PriA SSB inh -7.
Screening CC1=NCC(C)c2ccccc21 (stereo not drawn) returned CCHF vOTU inh 3, Y pestis TopoI 13, BH1578 lux ind inactive, TcdB inh 1.0, BoNT-A LC inh2 inconclusive and Anthrax LF prot inconclusive.
Screening C=CCn1c(COc2ccc(F)cc2)nnc1SCC(=O)Nc1cccc(S(N)(=O)=O)c1 returned CCHF vOTU inh 18, Y pestis TopoI 0, PfHsp40 yeast 0.5, BH1578 lux ind -0.5, TcdB inh 0.1, 3CLpro inhibitor 1, BoNT-A LC inh2 -0.5, VHR inh abs 7, Anthrax LF prot 6 and PriA SSB inh 4.
Cc1cc(NC(=O)COc2cccnc2[N+](=O)[O-])no1 was read as CCHF vOTU inh -3, Y pestis TopoI 4, PfHsp40 yeast -0.6, BH1578 lux ind -3.6, TcdB inh 1.2, 3CLpro inhibitor 0, BoNT-A LC inh2 -0.3, VHR inh abs 17, Anthrax LF prot 1 and PriA SSB inh 4.
`Cc1onc(-c2c(F)cccc2Cl)c1C(=O)N1CCSCC1` gave CCHF vOTU inh -11, Y pestis TopoI -2, BH1578 lux ind -1.4, TcdB inh 1.7, 3CLpro inhibitor 0, BoNT-A LC inh2 -0.1, VHR inh abs 5, Anthrax LF prot 2 and PriA SSB inh 0.
Screening Cc1ccccc1NC(=O)CN(C)S(=O)(=O)c1ccc(-c2ccc(=O)[nH]n2)s1 returned CCHF vOTU inh 0, Y pestis TopoI -5, PfHsp40 yeast 0.0, BH1578 lux ind -0.7, TcdB inh 0.9, 3CLpro inhibitor 5, BoNT-A LC inh2 -0.1, VHR inh abs -12, Anthrax LF prot -2 and PriA SSB inh -5.
`S=C(NCc1ccccc1)NCc1cccc(Cl)c1` gave CCHF vOTU inh -1, Y pestis TopoI 5, PfHsp40 yeast 1.3, BH1578 lux ind -2.2, TcdB inh -6.1, 3CLpro inhibitor 5, BoNT-A LC inh2 2.1, VHR inh abs 26, Anthrax LF prot 0 and PriA SSB inh -30.
Screening Cn1c(N)c(C(=O)NCc2ccccc2Cl)sc1=S returned CCHF vOTU inh 9, Y pestis TopoI 3, PfHsp40 yeast 0.6, BH1578 lux ind 0.3, 3CLpro inhibitor -2, BoNT-A LC inh2 -0.4, VHR inh abs -19, Anthrax LF prot -2 and PriA SSB inh -6.
`O=C(Nc1cc(S(=O)(=O)N2CCOCC2)ccc1N1CCCCC1)c1ccccc1Br` gave CCHF vOTU inh 0, Y pestis TopoI 41, PfHsp40 yeast -1.4, BH1578 lux ind inactive, TcdB inh 1.4, BoNT-A LC inh2 6.0, Anthrax LF prot 8 and PriA SSB inh -5.
For CCOC(=O)C1(Cc2ccc(O)cc2)NC(c2ccco2)C2C(=O)N(c3ccccc3F)C(=O)C21 (stereo not drawn) the results were CCHF vOTU inh -8, Y pestis TopoI -2, PfHsp40 yeast -1.4, BH1578 lux ind inactive, 3CLpro inhibitor -8, BoNT-A LC inh2 0.0, VHR inh abs -11, Anthrax LF prot -6 and PriA SSB inh -4.
Screening O=C(Nc1nccs1)c1ccc2c(c1)OCO2 returned CCHF vOTU inh 14, Y pestis TopoI 1, PfHsp40 yeast 0.3, BH1578 lux ind -0.3, TcdB inh 0.4, 3CLpro inhibitor 2, BoNT-A LC inh2 -0.8, VHR inh abs 26, Anthrax LF prot -2 and PriA SSB inh -12.
`Cc1ccc(NS(=O)(=O)c2ccc(C)c(C(=O)Nc3ccc(S(=O)(=O)Nc4onc(C)c4C)cc3)c2)cc1` gave CCHF vOTU inh 14, Y pestis TopoI 3, PfHsp40 yeast 0.6, BH1578 lux ind inactive, TcdB inh 2.3, BoNT-A LC inh2 -0.3, Anthrax LF prot -6 and PriA SSB inh 16.
OC1(c2cccc(C(F)(F)F)c2)CCN(c2ncnc3c2[nH]c2ccc(F)cc23)CC1 was read as CCHF vOTU inh 1, Y pestis TopoI 0, PfHsp40 yeast 1.5, BH1578 lux ind inactive, 3CLpro inhibitor 3, BoNT-A LC inh2 -0.5, VHR inh abs -24, Anthrax LF prot -1 and PriA SSB inh 16.
`COc1cccc(CN2CCC2(C)C(=O)NCCc2ccccn2)c1OC` (stereo not drawn) gave CCHF vOTU inh 11, Y pestis TopoI -4, BH1578 lux ind -0.9, TcdB inh -1.7, BoNT-A LC inh2 -0.2 and Anthrax LF prot -1.

2 entries drawn at random from the list so far, as already listed:
Screening COc1ccccc1NC(=O)NCC1CC1(Cl)Cl (stereo not drawn) returned CCHF vOTU inh 13, Y pestis TopoI -7, PfHsp40 yeast 0.5, BH1578 lux ind inactive, TcdB inh 0.5, 3CLpro inhibitor 1, BoNT-A LC inh2 0.5, VHR inh abs 21, Anthrax LF prot -5 and PriA SSB inh -7.
Cc1cc(NC(=O)COc2cccnc2[N+](=O)[O-])no1 was read as CCHF vOTU inh -3, Y pestis TopoI 4, PfHsp40 yeast -0.6, BH1578 lux ind -3.6, TcdB inh 1.2, 3CLpro inhibitor 0, BoNT-A LC inh2 -0.3, VHR inh abs 17, Anthrax LF prot 1 and PriA SSB inh 4.

Next records follow:
`CCOc1ccc(CCNC(=O)c2cc(C)nn2-c2ccccc2)cc1` gave CCHF vOTU inh -5, Y pestis TopoI -3, PfHsp40 yeast -0.7, BH1578 lux ind -0.3, TcdB inh 1.1, 3CLpro inhibitor 1, BoNT-A LC inh2 -1.4, VHR inh abs -8, Anthrax LF prot 2 and PriA SSB inh 5.
O=C(NCC1CCCN1S(=O)(=O)c1cccs1)c1c(F)cccc1F (stereo not drawn) was read as CCHF vOTU inh 11, Y pestis TopoI -14, PfHsp40 yeast 0.3, BH1578 lux ind inactive, TcdB inh -1.0, BoNT-A LC inh2 2.8, Anthrax LF prot 1 and PriA SSB inh -9.
For CCOC(=O)c1sc(Nc2cccc(Cl)c2)nc1C the results were CCHF vOTU inh 13, Y pestis TopoI -3, PfHsp40 yeast 1.1, BH1578 lux ind 1.0, TcdB inh -0.5, 3CLpro inhibitor 3, VHR inh abs 21 and PriA SSB inh -9.
Screening COc1ccc(CN2CCc3cc(OC)c(OC)cc3C2)cc1O returned CCHF vOTU inh -3, Y pestis TopoI 0, PfHsp40 yeast -0.3, BH1578 lux ind -0.4, TcdB inh -1.0, 3CLpro inhibitor -1, BoNT-A LC inh2 -1.0, VHR inh abs 21, Anthrax LF prot -6 and PriA SSB inh -15.
Screening CCNc1nc(NC(C)C)nc(N(C#N)Cc2ccccc2)n1 returned CCHF vOTU inh 21, Y pestis TopoI 1, PfHsp40 yeast 0.7, BH1578 lux ind -0.4, 3CLpro inhibitor -7, BoNT-A LC inh2 -0.4, VHR inh abs 15, Anthrax LF prot -1 and PriA SSB inh -19.
`Cc1c(C(c2ccc(C(=O)O)cc2)c2c(C)n(C)n(-c3ccccc3)c2=O)c(=O)n(-c2ccccc2)n1C` gave CCHF vOTU inh -10, Y pestis TopoI 0, PfHsp40 yeast -0.1, BH1578 lux ind inactive, TcdB inh 0.5, 3CLpro inhibitor -7, BoNT-A LC inh2 -0.3, VHR inh abs 10, Anthrax LF prot 10 and PriA SSB inh -3.
Screening C/C(=N\OC(=O)c1cccc(Cl)c1)c1sc(C)nc1C returned CCHF vOTU inh 8, Y pestis TopoI -10, PfHsp40 yeast 0.8, BH1578 lux ind -0.2, 3CLpro inhibitor 2, BoNT-A LC inh2 0.3, VHR inh abs 16 and Anthrax LF prot -2.
`Cc1cc(OCC(=O)NC(Cc2ccc(Cl)cc2)C(=O)O)c2c(C)cc(=O)oc2c1` (stereo not drawn) gave CCHF vOTU inh -22, Y pestis TopoI 7, PfHsp40 yeast -0.8, BH1578 lux ind -0.5, TcdB inh -0.2, 3CLpro inhibitor 4, BoNT-A LC inh2 -0.8, VHR inh abs 29, Anthrax LF prot 1 and PriA SSB inh -13.
For CN(C)c1ccc(CNC(=O)C2(C)Cc3c(-c4ccc(N(C)C)cc4)ccnc3O2)cc1 (stereo not drawn) the results were CCHF vOTU inh -9, Y pestis TopoI 25, BH1578 lux ind inactive, TcdB inh -0.6, BoNT-A LC inh2 -0.1 and Anthrax LF prot -3.

Molecules listed so far containing a furan ring, fused or not, in the order listed:
Screening Cc1ccc(C(=O)CSC2=C(C#N)C(c3ccco3)C3=C(CC(C)(C)CC3=O)N2)cc1 (stereo not drawn) returned CCHF vOTU inh 11, Y pestis TopoI -1, PfHsp40 yeast -0.7, BH1578 lux ind inactive, 3CLpro inhibitor 4, BoNT-A LC inh2 23, VHR inh abs -4, Anthrax LF prot 18 and PriA SSB inh 22.
For CCOC(=O)C1(Cc2ccc(O)cc2)NC(c2ccco2)C2C(=O)N(c3ccccc3F)C(=O)C21 (stereo not drawn) the results were CCHF vOTU inh -8, Y pestis TopoI -2, PfHsp40 yeast -1.4, BH1578 lux ind inactive, 3CLpro inhibitor -8, BoNT-A LC inh2 0.0, VHR inh abs -11, Anthrax LF prot -6 and PriA SSB inh -4.

Only part of the results is shown. The share of hits here may be higher or lower than overall.
